# RORgamma inh – blocks mouse ROR gamma transcriptional activity; P51450; Drosophila S2 Gal4-RORgamma UAS-luciferase reporter, 20 h; Potency, µM (top dose mostly 53.6 µM), without a hit: top-dose activity change, negative = inhibition, usual class: inhibitors; 310,000 tested, 5.4% active; AID 2551; also: % is scaled to controls: 0 for no effect and ±100 for the full control effect; nearly all actives have a fitted effect of over 60% in size
#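 Luminescence from a UAS-regulated Photinus luciferase reporter in stably transfected Drosophila Schneider cells is measured; decreased signal marks ROR gamma inhibition. Fusion expression is induced by 700 uM copper sulfate for 20 hr.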
# VP16 counter – counter-screen for ROR gamma inhibitors: Gal4-VP16 reporter. AID 2546. 310,000 tested, 3.5% active. Potency, µM (highest dose often 53.6 µM), inactives show at the highest dose activity, negative = inhibition, hits mostly inhibitors. Drosophila S2 Gal4-VP16 UAS-luciferase, luminescence, 20 h;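 also: Gal4-VP16 expression switched on by copper sulfate through the metallothionein promoter; % is scaled to controls: 0 for no effect and ±100 for the full control effect; nearly all actives have a fitted effect of over 50% in size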
# MBNL1-CUG inh – blocks human MBNL1 binding to CUG repeat RNA; AID 2675; Q9NR56; Potency, µM (series often up to 57.5 µM), for the others: at the highest dose activity change, negative = inhibition, hits mostly inhibitors; 280,000 tested, 0.036% active; TR-FRET MBNL1-His/biotin-(CUG)12 binding, 665/545 ratio; active = well fitted inhibition curve with a large enough effect in the signal ratio, with a control signal flat, not every such curve was filed as active; inconclusive = small, poorly fitted or top-dose-only effect, or effect the other way, or a change in a side signal; inactive = no such curve, though single readings can be large or run the other way; the % refers to the signal ratio; also: % is scaled to controls: 0 for no effect and ±100 for the full control effect
# Target sequence (Q9NR56 whole entry, looked up): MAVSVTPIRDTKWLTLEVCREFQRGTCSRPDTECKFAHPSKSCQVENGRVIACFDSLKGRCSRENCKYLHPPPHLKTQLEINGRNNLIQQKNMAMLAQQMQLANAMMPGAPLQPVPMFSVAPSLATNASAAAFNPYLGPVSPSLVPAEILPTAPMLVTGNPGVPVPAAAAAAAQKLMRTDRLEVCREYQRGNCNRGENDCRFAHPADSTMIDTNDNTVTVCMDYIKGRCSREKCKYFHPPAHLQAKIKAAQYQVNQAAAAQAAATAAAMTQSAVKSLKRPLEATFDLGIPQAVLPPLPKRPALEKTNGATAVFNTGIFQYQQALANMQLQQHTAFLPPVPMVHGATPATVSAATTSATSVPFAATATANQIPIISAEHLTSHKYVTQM
#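 His-tagged MBNL1 binding to biotinylated (CUG)12 RNA was measured by TR-FRET using terbium anti-His antibody (0.055 ng/ul final) and streptavidin-XL665 (5 nM final). Compounds were titrated 92 nM to 58 uM; 60 min at room temperature.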
# NPC1 prom act – NPC1 promoter activation | Huh7 NPC1 promoter luciferase reporter, 24 h | Potency, µM (titrated, usually from 9.22 µM), inactives show at the highest dose activation, most hits filed as activators | 320,000 tested, 2.4% active;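 also: % of control where 0% means no effect; nearly all actives have a fitted effect of over 60% in size; reporter is driven by a mutant NPC1 promoter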
#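 Compounds in DMSO were transferred onto Huh7 NPC1-luciferase reporter cells pre-incubated 2 h; after 24 h at 37 °C, Amplite reagent was dispensed and luminescence recorded 10 min later.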
# ELG1 genotoxic – inducers of genotoxicity in HEK293T ELG1-luciferase cells; HEK293T ELG1-luciferase reporter, luminescence, 16 h; Potency, µM (titrated, usually from 46 µM), inactives show at the top dose activity change, positive = activation, hits mostly activators; 330,000 tested, 1.3% active; AID 504466; also: % of control where 0% means no effect; nearly all actives have a fitted effect of over 60% in size
#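 After overnight (16 hr) compound treatment at 37 °C, ELG1-luciferase HEK293T cells were lysed with ONE-Glo; luminescence quantified 30 min later at room temperature.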
# FLuc modulator – inhibits or activates purified firefly luciferase, miR-21 counter-screen. Potency, µM (doses to about 57.5 µM), for the others: at the top dose activity change, negative = inhibition, actives largely listed as inhibitors. 360,000 tested, 6.9% active. AID 588342. purified FLuc, Km substrates, luminescence inhibition;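 also: plate controls were vehicle for no effect and reference inhibitor for full effect; nearly all actives have a fitted effect of over 55% in size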
# Target sequence (P08659 whole entry, looked up): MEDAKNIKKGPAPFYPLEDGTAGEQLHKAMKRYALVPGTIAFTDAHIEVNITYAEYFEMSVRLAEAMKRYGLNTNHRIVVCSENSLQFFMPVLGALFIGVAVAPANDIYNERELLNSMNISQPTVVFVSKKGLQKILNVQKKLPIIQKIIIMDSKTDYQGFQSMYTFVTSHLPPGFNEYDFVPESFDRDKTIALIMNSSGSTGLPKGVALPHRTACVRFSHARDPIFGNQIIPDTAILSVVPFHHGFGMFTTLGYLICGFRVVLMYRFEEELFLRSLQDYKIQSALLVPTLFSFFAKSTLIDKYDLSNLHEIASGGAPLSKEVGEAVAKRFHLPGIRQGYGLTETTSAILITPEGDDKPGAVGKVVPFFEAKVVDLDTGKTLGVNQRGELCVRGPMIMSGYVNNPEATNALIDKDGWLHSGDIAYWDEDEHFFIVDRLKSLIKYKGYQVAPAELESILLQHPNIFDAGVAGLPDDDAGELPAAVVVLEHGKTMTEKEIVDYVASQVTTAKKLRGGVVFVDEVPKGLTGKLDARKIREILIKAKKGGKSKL
#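 Purified P. pyralis luciferase, 10 nM final, with Km-level 10 uM D-luciferin and 10 uM ATP in 50 mM Tris acetate pH 7.5, 10 mM Mg acetate, 0.01% Tween-20, 0.05% BSA; 6-point qHTS titration about 60 µM downward; luminescence read.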
# BRCA1 expr up – BRCA1 expression activation | MCF7-BRCA1-FFLuc reporter, luminescence, 48 h; response scale: scaled: vehicle 0%, 10 µM genistein 100% | Potency, µM (series often up to 46.1 µM), for inactives: at the highest dose activation, hits mostly activators | 380,000 tested, 1.1% active | AID 624202; also: nearly all actives have a fitted effect of over 80% in size; some results filed as inactive show a strong effect at the top dose
#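 First, MCF7-BRCA1-FFLuc cells (2000/well) attach for 2 h; next, compounds are pin-added and incubated 48 h at 37 °C; finally, luciferase reagent is added and luminescence read after 15 min.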
# Rab9 promoter act – activates the Rab9 promoter; Huh7 Rab9 promoter-luciferase reporter, luminescence, 24 h; Potency, µM (series often up to 9.22 µM), inactives show top-dose activation, negative = inhibition, actives largely listed as activators; 320,000 tested, 2.8% active; AID 485297; also: % of control where 0% means no effect; nearly all actives have a fitted effect of over 60% in size
#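 Luminescence from Amplite-detected luciferase (10 minutes, ambient) reports Rab9 promoter activation. Before that, stable Rab9-luciferase Huh7 cells (1500/well, reduced-serum OP-MEM I plus 10% FBS) were exposed to compound for 24 hours at 37C.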
# uPA generation – cell surface uPA generation inhibition | 330,000 tested, 0.31% active | Potency, µM (doses to about 38.3 µM), for inactives: top-dose activity change, negative = inhibition, most hits filed as inhibitors | cell surface uPA generation assay, qHTS | AID 540303; active = well fitted inhibition curve with a large enough effect; inconclusive = small, poorly fitted or top-dose-only effect; inactive = no such curve, though single readings can be large or run the other way; tested in mouse RAW 264.7 cells; also: % is scaled to controls: 0 for no effect and ±100 for the full control effect; nearly all actives have a fitted effect of over 55% in size
# p53 reactivator – restores transcriptional activity of mutant p53; H1299 p53-A138V BP100-luciferase reporter, luminescence, 24 h; Potency, µM (titrated, usually from 92.2 µM), without a hit: top-dose activity change, positive = activation, usual class: activators; 320,000 tested, 0.063% active; also: % of control where 0% means no effect; nearly all actives have a fitted effect of over 45% in size
#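 p53-null H1299 cells stably carrying temperature-sensitive p53-A138V and a BP100-luciferase reporter were pinned with compounds (4-point, 1:5 series) and held 24 hrs at 37 deg C. Luminescence was read 10 min after detection reagent.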
# Starred values were filed as active, the others as inactive; ? = inconclusive; . = not tested or not shown; & = joins results of further samples; [ ] = another dose, or the depositor's remark. Unless noted, calls follow the shape of the dose curve; as a rule, active = well fitted curve in the direction sought with a large enough effect; inconclusive = small, poorly fitted or top-dose-only effect, or another doubt; inactive = no such curve, though single readings can be large; an effect the other way counts as inactive or inconclusive. Potency is read from the fitted curve at half-maximal effect.
no.	SMILES	RORgamma inh	VP16 counter	MBNL1-CUG inh	NPC1 prom act	ELG1 genotoxic	FLuc modulator	BRCA1 expr up	Rab9 promoter act	uPA generation	p53 reactivator
1	CCOc1ccc(S(=O)(=O)N(C)CCO)cc1-c1nc2c(C(C)(C)C)nn(C)c2c(=O)[nH]1	-7%	-7%	-14%	1%	-3%	1%	-48%	5%	-4%	-1%
2	CCOC(=O)[C@H]1[C@H]2COc3ccccc3[C@@H]2N2C(=O)[C@@H](CO)NC(=O)[C@@]12C	.	.	.	-5%	3%	2%	-4%	-6%	8%	-6%
3	CCc1ccc(-c2csc(NC(=O)c3cccnc3)n2)cc1	?	3%	-4%[11.5 µM]	-2%	8%	?	7%	-6%	-5%	27%
4	CSc1ccccc1OCc1cc(C(=O)NCc2csc(C(C)C)n2)no1	44%	0%	-2%	?	-8%	-3%	-3%	11%	5%	-3%
5	CCOC(=O)N1CCN(Cc2nc3cc(NC(=O)c4ccco4)ccc3n2C)CC1	4%	-12%	-3%	-9%	1%	-3%	12%	17%	-7%	6%
6	CN(c1cccc(NC(=O)c2ccccc2N(Cc2ccccc2)S(C)(=O)=O)c1)S(C)(=O)=O	2%	-11%	-7%	0%	-1%	-9%	-4%	0%	14%	7%
7	O=C1c2cccc([N+](=O)[O-])c2C(=O)N1c1ccccc1	-22%	11%	?	6%	1%	-1%	-2%	-4%	-1%	7%
8	Cc1ccccc1Cn1ccc(NC(=O)c2nn(C)cc2[N+](=O)[O-])n1	27%	-5%	?	-1%	-3%	-2%	-62%	-4%	0%	-17%
9	Nc1c(-c2ccccc2)cnc2cc(-c3ccccc3)nn12	2.8µM*	?	-9%	1.4µM*	2.6µM*	0.6µM*	?	0.71µM*	?	?
10	OCCN1CCN(c2ncnc3scc(-c4ccc(F)cc4)c23)CC1	8%	2%	-2%	4%	-12%	-2%	-3%	3%	4%	-36%[inhibitor]
11	O=S1(=O)NC2c3ccccc3CC2O1 (stereo unspecified)	14%	0%	-1%	1%	-4%	-9%	-41%	0%	-27%	15%
12	C=CCN1C(=O)c2oc3ccccc3c(=O)c2C1c1ccc(O)c(OC)c1 (stereo unspecified)	-2%	7%	13%	-6%	7%	-1%	-7%	-1%	9%	4%
13	CCOC(=O)N1CCC(NC(=O)c2cc(C(=O)NCc3ccc(F)cc3)ccc2CO)CC1	13%	-7%	-5%	0%	-1%	3%	9%	1%	7%	-1%
14	N/C(=N\OC(=O)c1cc([N+](=O)[O-])ccc1Cl)c1ccccn1	4µM*	?	?	3%	7%	24µM*	-57%	-13%	-24%	2%
15	COc1ccc(-n2nc(C(=O)NCC(=O)Nc3ccc(F)cc3)c3ccccc3c2=O)cc1	?	-13%	?	-1%	-13%	0%	-26%	-7%	1%	0%
16	O=C(O)CN1C(=O)C(=O)N(Cc2ccccc2F)C1=O	-1%	-8%	15%	-3%	0%	0%	-1%	-1%	-13%	-2%
17	Cc1ccc(OCC(=O)NCCC2=CCCCC2)cc1	-1%	-3%	29%[11.5 µM]	0%	2%	-1%	-13%	7%	3%	7%
18	CCn1c(CSc2nc3ccccc3s2)n[nH]c1=S	2.5µM*	10µM*	-9%	11%	1%	?	36%	-3%	.	4%
19	COc1ccccc1NS(=O)(=O)c1ccccc1C#N	2%	-6%	-11%	-1%	0%	-1%	5%	-2%	1%	-1%
20	[N-]=[N+]=NC1C[C@H](n2ccc(=O)[nH]c2=O)O[C@@H]1CO (stereo partly specified)	-11%	-5%	-9%	-1%	-3%	5%	0%	-3%	6%	5%
21	CCC(C(=O)Nc1cc(Cl)c(OC)cc1OC)c1ccccc1 (stereo unspecified)	31%	-2%	-1%	-3%	-7%	4%	0%	0%	-2%	-1%
22	CC(C)(C)c1cc(NC(=O)COC(=O)c2ccc3c(=O)n4c(nc3c2)CCC4)n(-c2ccccc2)n1	6%	-14%	?	7%	1%	4%	-6%	6%	-3%	7%
23	Cc1[nH]nc2c1C(c1ccc(-c3ccc(Cl)cc3)o1)C(C#N)=C(N)O2 (stereo unspecified)	?	?	7%[11.5 µM]	-2%	7%	-5%	-50%	2%	-11%	-15%
24	O=C(NC(Cc1ccccc1)C(=O)O)c1cccnc1Cl (stereo unspecified)	4%	-6%	-1%	2%	-1%	0%	-25%	3%	3%	4%
25	COc1ccccc1CO/N=C/NC(=O)c1c(OC)ccnc1Oc1ccc(F)cc1	37%	-6%	2%	2%	-3%	-2%	-12%	0%	-5%	-4%
26	O=C(CSc1ncn(-c2ccccc2)n1)NCc1ccccc1	-5%	7%	1%	0%	2%	-6%	5%	-1%	2%	-2%
27	O=C(Nc1ccc2c(c1)nc1n2CCN(C2CCCCC2)C1)NC1CCCCC1	-29%	-14%	?	1%	6%	?	.	7%	.	-6%
28	O=C(Cc1ccc(S(=O)(=O)N2CCCC2)s1)N1CCOCC1	10%	16%	0%	-4%	-1%	1%	52%	3%	0%	29%
29	CCC1CCCCN1CCCNC(=O)C1CC(=O)N(CCc2ccccc2)C1 (stereo unspecified)	8%	6%	-7%	-7%	-1%[9.26 µM]	0%	5%	-2%	4%	5%
30	O=C(NCc1nnc(SCC(=O)N2CCN(c3ccccc3)CC2)o1)c1ccco1	-16%	6%	12%	-2%	1%	0%	0%	-3%	5%	-12%
31	CCc1nnc(NC(=O)C2CCC(CNc3c(N4CCCCC4)c(=O)c3=O)CC2)s1 (stereo unspecified)	0%	-19%	3%	-1%	0%	1%	7%	-1%	3%	-4%
32	CC(NC(=S)NCCc1ccccc1)C(c1cccs1)N1CCN(C)CC1 (stereo unspecified)	-38%	6%	-13%	-4%	-1%	5%	-4%	0%	-12%	-6%
33	O=C(CCCN1C(=O)S/C(=C/c2ccccc2)C1=S)Nc1ccc(C(=O)O)cc1	3%	-16%	?	-1%	0%	3%	-40%	2%	5%	-9%
34	Cc1ccc(-n2nc(C)c(/C=N/NC(=O)c3cccs3)c2Cl)cc1	?	?	-2%	27%	15%	?	-33%	?	-7%	10%
35	COc1cc(CNc2cccc3[nH]c(C(F)(F)F)nc23)cc(OC)c1	?	-11%	-3%	-3%	-10%	-1%	-59%	-6%	17%	8%
36	CCC(=O)c1ccc(OCC(=O)OCC(=O)NCc2cccs2)cc1	.	.	.	-2%	0%	-2%	-15%	3%	11%	1%
37	CCCSc1ccc2nc(-c3ccccc3)cn2c1	2.2µM*	6.3µM*	22%	0.71µM*	?	0.085µM*	-79%[inhibitor]	0.45µM*	-10%	-9%
38	CN1c2ccccc2C(=O)/C(=C\Nc2ncccn2)S1(=O)=O	12%	0%	2%	1%	0%	-2%	2%	-5%	-1%	-2%
39	O=C(O)c1cc(S(=O)(=O)N2CCCCC2)ccc1Cl	-8%	-5%	3%	2%	0%	5%	-17%	0%	5%	.
40	COc1ccccc1NS(=O)(=O)c1cc(NC(=O)C2CCC2)ccc1N1CCCCC1	-1%	-5%	-10%	2%	-14%	?	-33%	-5%	-17%	-2%
41	Cc1cc(C(=O)N2CCCC(Nc3ccccc3)C2)c2ccc(F)cc2n1 (stereo unspecified)	0%	2%	-1%	1%	0%	0%	-5%	3%	7%	-1%
42	CCOc1ccc(N2C(=O)c3cccnc3C2Nc2ccc(C)cc2)cc1 (stereo unspecified)	6%	4%	-2%	-3%	0%	5%	1%	4%	.	-2%
43	Nc1ccc(C(=O)OCC(=O)NC2CCCc3ccccc32)cc1[N+](=O)[O-] (stereo unspecified)	-19%	6%	?	2%	0%	-1%	-5%	-4%	3%	-1%
44	CC(=O)O[C@H]1CSC[C@H]1NC(=O)c1ccccc1	-19%	1%	-1%	-2%	5%	3%	19%	-2%	-1%	-7%
45	COC(=O)[C@@H]1C[C@H]1[C@@H](NC(=O)c1cc(C)on1)c1ccccc1	-23%	-1%	.	.	.	.	-9%	.	-3%	.
46	COc1cc(CNCCCN2CCOCC2)c(Br)cc1OC(C)C	?	0%	-5%	3%	-3%	-1%	-6%	8%	-6%	.
47	CCOc1ccc(S(=O)(=O)NCCC(=O)NC2=NCCS2)cc1	-2%	3%	-7%	-2%	-6%	3%	-10%	0%	4%	2%
48	COc1ccc(S(=O)(=O)N2CCCC(N(C)CCc3ccccc3)C2)cc1OC (stereo unspecified)	18%	5%	0%	-6%	-4%	3%	-2%	0%	10%	.
49	C=CCOC(=O)Cn1cnc2c(sc3nc(C)cc(C)c32)c1=O	0%	5%	16%	?	?	11µM*	69%	?	2%	?
50	O=C(NCc1ccccc1F)C1CCCN1C(=O)Nc1ccc(F)cc1 (stereo unspecified)	-34%[1.91 µM]	11%	-4%	-7%	-2%	5%	15%	1%	0%	.
51	O=C(Nc1cccc([N+](=O)[O-])c1)c1cc(S(=O)(=O)N2CCOCC2)cs1	?	6%	?	2%	-8%	0%	-22%	5%	-12%	0%
52	CCC1=C2CC[C@H]3C(=O)N(C)C(=O)[C@H]3[C@H]2[C@@]2(Cc3ccccc3)C(=NCCOC)OC(=O)N2C1=O	10%&7%	-4%&7%	2%	-3%	2%	8%	-3%	2%	4%	5%

# Screens from PubChem BioAssay.
